High-throughput results from PubChem BioAssay.
KB-3-1 tox: kills parental KB-3-1 adenocarcinoma cells; KB-3-1 viability, CellTiter-Glo ATP luminescence, 72 h; 400,000 tested, 1.4% active; Potency, µM (doses to about 46.1 µM), for inactives: top-dose activity change, negative = cytotoxic, usual class: cytotoxic; also: potency is read from the fitted curve at half-maximal effect; % is scaled to controls: 0 for no effect and ±100 for the full control effect; nearly all actives have a fitted effect of over 60% in size
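Using CellTiter-Glo luminescence, growth of non-resistant KB-3-1 adenocarcinoma cells is assessed 72 h after pin-tool compound addition at 37 °C. Normalized responses across the concentration series yield fitted curves.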
KB-V1 cytotox: kills drug-selected multidrug resistant KB-V1 cells | KB-V1 MDR cells viability, CellTiter-Glo, 72 h | Potency, µM (series often up to 46.1 µM), inactives show at the top dose activity change, negative = cytotoxicity, usual class: cytotoxic | 400,000 tested, 3.4% active | AID 1347076; also: potency is read from the fitted curve at half-maximal effect; % is scaled to controls: 0 for no effect and ±100 for the full control effect; nearly all actives have a fitted effect of over 60% in size
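Luminescent ATP read-out (CellTiter-Glo, 10 min) measures survival of drug-selected KB-V1 MDR cells after 72 h, 37 degrees C compound exposure. Medium: phenol-red-free DMEM, 10% FBS. Values from fitted concentration-response curves.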
MCF10A rereplic: induces DNA re-replication in MCF 10a normal breast cells; 350,000 tested, 2.9% active; Potency, µM (doses to about 46.1 µM), inactives show at the top dose activity, positive = re-replication, hits mostly activators; MCF 10A DNA re-replication, Hoechst nuclear intensity, 48 h; AID 624296; also: potency is read from the fitted curve at half-maximal effect; % of control where 0% means no effect; nearly all actives have a fitted effect of over 50% in size
HEK293 tox: cytotoxicity in counter-screen for GLP-1R inverse agonists. HEK293 cAMP-luciferase reporter cells, luminescence, 24 h. Potency, µM (titrated, usually from 38.3 µM), inactives show top-dose activity change, negative = inhibition, most hits filed as inhibitors. 410,000 tested, 0.13% active. AID 624418;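 also: loss of luciferase light is scored as toxicity; potency is read from the fitted curve at half-maximal effect; % is scaled to controls: 0 for no effect and ±100 for the full control effect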
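Here, cytotoxicity is scored as loss of luminescence. The MLSMR collection was tested on cells seeded in medium containing 10% Nu serum, with a 24 hr compound exposure preceded by 12 hours of culture.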
SW480 rereplic: inducers of DNA re-replication in SW480 colon cancer cells; 340,000 tested, 1.8% active; AID 624297; Potency, µM (highest dose often 46.1 µM), without a hit: at the highest dose re-replication activation, actives largely listed as activators; SW480 DNA re-replication, Hoechst DNA content imaging, 48 h; also: potency is read from the fitted curve at half-maximal effect; % of control where 0% means no effect; nearly all actives have a fitted effect of over 55% in size
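Compounds, transferred as 23 nL by pin tool, were incubated with cells for 48 hr; DNA content per nucleus was then quantified by Hoechst staining and fluorescence plate imaging.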
IL1B secr inh: blocks inflammasome-driven IL-1 beta release; THP-1 LPS/ATP IL-1B secretion, AlphaLISA, 16 h; active compounds read low; activity change, % at 57.5 µM; 360,000 tested, 4.7% active; in the data active = activity change below about -50%; inconclusive = mostly about -30% to -49%; also: % is scaled to controls: 0 for no effect and ±100 for the full control effect
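THP-1 cells pretreated 1 hr with compounds (up to 57.5 uM final), then stimulated with LPS (250 ng/mL final) plus ATP (1.25 mM final); secreted IL-1B measured by AlphaLISA after 16 hr, decreased signal indicating inhibition.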
HT1080-NT tox: kills 2HG-producing HT-1080-NT fibrosarcoma cells | HT-1080-NT fibrosarcoma viability, CellTiter-Glo ATP luminescence, 48 h | Potency, µM (series often up to 46.1 µM), inactives show top-dose activity, negative = less viability, most hits filed as cytotoxic | 360,000 tested, 1.6% active;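 also: NT is the 2HG producing partner of a matched IDH1 knockdown line; potency is read from the fitted curve at half-maximal effect; 0% = DMSO-treated cells and -100% = media-only wells without cells; nearly all actives have a fitted effect of over 55% in size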
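Viability of the 2HG-overproducing fibrosarcoma line after 48 hours of compound exposure at 37 degrees C was determined by luminescence with CellTiter-Glo, and concentration-effect curves were then fitted and categorized.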
DRD3 agonist: activates the human D3 dopamine receptor | P35462 | D3R DiscoveRx beta-arrestin cells, luminescence, 90 min | max activation, % | 410,000 tested, 0.58% active; in the data active = max activation above about 30%; also: 0% is about no effect; mostly tested at two doses, the higher about 12 µM
Target sequence (P35462 whole entry, looked up): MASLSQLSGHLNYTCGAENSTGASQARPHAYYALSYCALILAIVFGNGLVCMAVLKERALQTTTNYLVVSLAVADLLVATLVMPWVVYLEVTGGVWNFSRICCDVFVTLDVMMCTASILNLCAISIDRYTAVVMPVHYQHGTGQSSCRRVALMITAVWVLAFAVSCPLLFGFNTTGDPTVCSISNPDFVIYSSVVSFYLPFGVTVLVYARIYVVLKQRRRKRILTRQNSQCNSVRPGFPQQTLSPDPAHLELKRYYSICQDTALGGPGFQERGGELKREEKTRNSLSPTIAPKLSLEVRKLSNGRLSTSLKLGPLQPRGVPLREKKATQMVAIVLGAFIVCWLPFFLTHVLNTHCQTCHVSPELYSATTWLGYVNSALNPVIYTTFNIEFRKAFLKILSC
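Agonist mode: compounds and dopamine controls were applied to plated cells for 90 min at 37 degrees C after an overnight attachment at 1500 cells/well. Luminescent read-out followed 30 - 60 minutes at room temperature with DiscoveRx detection reagent.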
HT1080 IDH1KD tx: HT-1080 IDH1 knockdown cell toxicity (counter line). HT-1080 IDH1 knockdown viability, ATP luminescence, 48 h. Potency, µM (series often up to 46.1 µM), inactives show at the highest dose activity, negative = toxicity, usual class: cytotoxic. 360,000 tested, 2% active;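 also: potency is read from the fitted curve at half-maximal effect; 0% = DMSO wells and -100% = cell-free medium wells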
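Cytotoxicity counter-line: IDH1KD HT-1080, 48 h, CellTiter-Glo. Curves classed by r2, magnitude and activity.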
Numbers without * were called inactive; ? = inconclusive; nt = not tested or not shown; [ ] = dose if it differs, or a comment. Unless noted, calls follow the shape of the dose curve; as a rule, active = well fitted curve in the direction sought with a large enough effect; inconclusive = small, poorly fitted or top-dose-only effect, or another doubt; inactive = no such curve, though single readings can be large; an effect the other way counts as inactive or inconclusive. Hits appear at their usual frequency. About 11% of those tested had a hit in this group.

SMILES | KB-3-1 tox | KB-V1 cytotox | MCF10A rereplic | HEK293 tox | SW480 rereplic | IL1B secr inh | HT1080-NT tox | DRD3 agonist | HT1080 IDH1KD tx
Cc1cccc(C(=O)Nc2cccnc2Cl)c1 | 18% | -16% | -4% | 5% | 7% | -10 | 13% | 4 | -2%
O=C(NCC(c1ccc(Cl)cc1)N1CCOCC1)c1ccccc1F (configuration not stated) | -21% | -5% | nt | -1% | nt | nt | nt | 7 | nt
N#CC1(P(=O)(c2ccccc2)c2ccccc2)CCCC1 | -17% | ? | -2% | -23% | 3% | -5 | 1% | 16 | -1%
CS(=O)(=O)c1ccc(Cl)c(NC(=O)COC(=O)C23CC4CC(CC(C4)C2)C3)c1 | -2% | 11% | -1% | 1% | -14% | 22 | -1% | -10 | 1%
Cc1cccc(C(=O)OCC(=O)NC(C)CCc2ccccc2)c1 (configuration not stated) | 4% | -2% | -2% | 3%[7.66 µM] | 0% | -15 | 25% | 3 | 0%
Cc1nn(Cc2ccc(F)cc2)c(C)c1NC(=O)c1cccnc1Cl | 0% | 0% | 5% | 7% | -1% | 14 | -1% | -9 | -1%
O=C(COc1ccc2oc(-c3ccccc3)cc(=O)c2c1)Nc1ccccc1 | 3% | 0% | 9% | 7% | 0% | 21 | 0% | 23 | 2%
O=[N+]([O-])c1ccc(N2CCN(c3ccc(O)cc3)CC2)cn1 | -18% | ? | 24% | ? | 12% | 28 | ? | 8 | ?
Nc1ccc(S(=O)(=O)N2CCCc3ccccc32)cc1 | 0% | 0% | 7% | 9% | 0% | 21 | 0% | 2 | -4%
O=C(CNC(=O)Cc1ccc(Cl)cc1)NCC(=O)N1CCCCC1 | 14% | 5% | 1% | -3% | 1% | -16 | 14% | 7 | 26%
CC(OC(=O)CNC(=O)c1sc2ccccc2c1Cl)C(=O)NC1(C#N)CCCCC1 (configuration not stated) | 4% | -3% | -3% | 5% | -1% | -6 | -1% | -9 | 17%
COc1ccc(NC(=O)C(C2CC2)n2c(=O)c(-c3ccco3)nc3ccccc32)cc1 (configuration not stated) | 17% | -19% | nt | -5% | nt | -21 | -8% | -5 | -1%
COc1cc(CNc2ncnc3c2ncn3[C@H]2CN(Cc3cccc4ccccc34)C[C@@H](CO)O2)cc(OC)c1OC | ? | 21µM* | nt | -20% | nt | -15 | ? | -1 | ?
Nc1ccc(S(=O)(=O)NNC(=O)C(=O)NNc2ccccn2)cc1 | 2% | 7% | -8% | -6% | -2% | 4 | -1% | 2 | 4%
COc1ccccc1OCC(=O)N(Cc1cccs1)C1CCS(=O)(=O)C1 (configuration not stated) | 22% | -1% | nt | 22% | nt | nt | nt | 10 | nt
O=C(Nc1ccccn1)c1ccc(NC(=O)c2ccco2)cc1 | -8% | 0% | -2% | -13% | -1% | -15 | 2% | -2 | -1%
O=C(Nc1ccc(N2CCCCCC2)cc1)c1cccc(S(=O)(=O)N2CCOCC2)c1 | ? | ? | ? | -20% | 7% | -3 | -14% | 1 | ?
COc1ccc(-c2cn3nc(N4CCCC(C(=O)Nc5ccccc5F)C4)sc3n2)cc1 (configuration not stated) | -23% | -30% | nt | 7% | nt | nt | nt | 3 | nt
CN1CCc2c(sc3c2C(=O)NC(c2ccccc2)N3)C1 (configuration not stated) | 2% | 26% | -17% | 46%[activator] | 1% | -6 | 8% | -24 | 14%
CC1(C)CC(=O)N(CC(=O)O)c2ccccc2S1 | 0% | 15% | 4% | -1% | -13% | 24 | 1% | 1 | -3%
CN(CCO)C(=O)CCC(=O)Nc1ccc(S(N)(=O)=O)cc1 | 0% | 6% | 1% | 20% | -5% | 7 | -5% | -5 | 0%
COc1ccc(/C=C2\CCOC2=O)cc1 | 14% | -4% | -2% | -2% | -9% | -9 | -1% | -3 | 3%
COc1cc(N2C(=O)CSC2=S)cc(OC)c1OC | 1% | -30% | ? | -12% | -11% | 36 | -8% | 2 | -10%
CC1CCCCN1CCCNC(=O)c1[nH]c2ccccc2c1Sc1ccc(Cl)cc1 (configuration not stated) | 1% | -4% | nt | -7% | nt | nt | nt | 0 | nt
COc1cc(CNCCO)cc(Br)c1OCc1cccs1 | -25% | -22% | 11% | 17% | -3% | -21 | ? | -4 | -27%

A portion of the results above:
SMILES | KB-3-1 tox | KB-V1 cytotox | MCF10A rereplic | HEK293 tox | SW480 rereplic | IL1B secr inh | HT1080-NT tox | DRD3 agonist | HT1080 IDH1KD tx
COc1ccc(NC(=O)C(C2CC2)n2c(=O)c(-c3ccco3)nc3ccccc32)cc1 (configuration not stated) | 17% | -19% | nt | -5% | nt | -21 | -8% | -5 | -1%
COc1cc(CNc2ncnc3c2ncn3[C@H]2CN(Cc3cccc4ccccc34)C[C@@H](CO)O2)cc(OC)c1OC | ? | 21µM* | nt | -20% | nt | -15 | ? | -1 | ?
Nc1ccc(S(=O)(=O)NNC(=O)C(=O)NNc2ccccn2)cc1 | 2% | 7% | -8% | -6% | -2% | 4 | -1% | 2 | 4%

Next part
SMILES | KB-3-1 tox | KB-V1 cytotox | MCF10A rereplic | HEK293 tox | SW480 rereplic | IL1B secr inh | HT1080-NT tox | DRD3 agonist | HT1080 IDH1KD tx
CCc1noc(C)c1C(=O)N1CCN(S(=O)(=O)c2ccc(Cl)s2)CC1 | 11% | -3% | ? | 6% | -109%[inhibitor] | 6 | 3% | -1 | -2%
CCCOc1ccc(C(=O)Nc2ccc(NC(=O)c3cccs3)cc2)cc1 | 4% | 19% | -19% | 6% | -19% | -15 | 1% | 0 | 12%
COC(=O)C[C@@H]1CC[C@@H](NC(=O)NC2CCCC2)[C@@H](CO)O1 | 0% | -4% | nt | 1% | nt | 31 | 4% | -7 | -3%
Cc1ccccc1OCCn1c(=S)[nH]c2c(N)ncnc21 | -6% | 5% | -5% | -1% | -12% | 62 | 1% | 1 | 0%
Cn1cc(/C=C(\NC(=O)c2ccccc2)C(=O)N2CCOCC2)c2ccccc21 | 7% | 4% | 2% | -3% | 0% | 30 | 12% | -2 | 1%
O=[N+]([O-])c1cc(S(=O)(=O)N2CCCC2)ccc1O | 6% | -14% | ? | -11% | -2% | 12 | 17% | 1 | 22%
COc1ccc(-c2nnc(SCC(=O)Nc3ccccc3OC)o2)cc1 | 0% | -24% | 3% | 2% | ? | -1 | ? | -22 | ?
CC1CC(=O)N(CC(=O)Nc2cccc(F)c2)c2ccccc2S1(=O)=O (configuration not stated) | 2% | -13% | -3% | -1% | 22% | 3 | 0% | -5 | -8%
O=C(COc1cccnc1[N+](=O)[O-])Nc1ncc(Cl)cc1Cl | 10% | -7% | 3% | 3% | 0% | -8 | 2% | 3 | -2%
COC(=O)c1cnc2c(C(F)(F)F)cccc2c1OC | 15% | 13% | -1% | 21% | -1% | -21 | 2% | -5 | 18%
CN(CC(=O)Nc1ccccc1C(F)(F)F)C(=O)c1cccc(-n2cccc2)c1 | -1% | 0% | -4% | 6% | 15% | -5 | -7% | -9 | 1%
O=C(NCc1ccc(F)cc1)C1CCN(S(=O)(=O)c2cccc3nonc23)CC1 | ? | 1% | 20% | -4% | 2% | 14 | -15% | 1 | -13%
CCC(Nc1ccc(-c2nc(-c3cccnc3)no2)cc1[N+](=O)[O-])c1ccccc1 (configuration not stated) | -10% | -1% | nt | -1% | nt | nt | nt | 12 | nt
CCCCN(CC)CCCNC(=O)C1CCCN(c2ncnc3c2nc2n3CCCCC2)C1 (configuration not stated) | 29% | 12% | nt | -3% | nt | nt | nt | -20 | nt
O=C(CCc1[nH]c2ccccc2c1Sc1ccccc1)NCCO | -3% | -17% | ? | -7% | ? | -5 | -15% | -4 | -6%
CC(C)(C)NC(=O)NC(=O)COC(=O)COc1ccc2c(c1)CCC2 | 2% | -7% | -3% | -11% | -1% | 14 | 14% | 1 | 13%
COc1ccc(COc2ccc(S(=O)(=O)N3CCCC3)cc2C(N)=O)cc1F | -5% | -1% | 2% | 1% | -6% | -1 | -9% | -28 | -2%
NC(=O)C1(N2CCCCC2)CCN(C(=O)c2ccc(C#CC3(O)CCCCC3)cc2)CC1 | 0% | -16% | -9% | -5% | 1% | -12 | 0% | 3 | -7%
COc1ccc(-c2csc3ncnc(Nc4cccc(F)c4)c23)cc1 | -22% | 3% | nt | 6% | nt | nt | nt | -1 | nt
CCOC(=O)Oc1ccc2c(=O)c(Oc3cc(C)cc(C)c3)coc2c1 | 0% | 4% | ? | 0% | 23% | 34 | -7% | -6 | -27%
OCCC1CN(Cc2cccc3c2OCO3)CCN1C1CCCCC1 (configuration not stated) | 3% | ? | 5% | -21% | ? | 7 | -6% | -7 | -2%
CCC(=NCCc1ccc(OC)c(OC)c1)c1ccccc1O | 0% | -6% | ? | 16% | 13% | -3 | -3% | -9 | -10%
O=C(O)/C=C\C(=O)Nc1ccc(OC(F)F)cc1 | 0% | ? | -2% | 13% | -3% | 4 | -4% | 2 | -2%

Part of the list above in a different format:
| canonical_smiles | KB-3-1 tox | KB-V1 cytotox | MCF10A rereplic | HEK293 tox | SW480 rereplic | IL1B secr inh | HT1080-NT tox | DRD3 agonist | HT1080 IDH1KD tx |
| --- | --- | --- | --- | --- | --- | --- | --- | --- | --- |
| O=C(NCc1ccc(F)cc1)C1CCN(S(=O)(=O)c2cccc3nonc23)CC1 | ? | 1% | 20% | -4% | 2% | 14 | -15% | 1 | -13% |
| CCC(=NCCc1ccc(OC)c(OC)c1)c1ccccc1O | 0% | -6% | ? | 16% | 13% | -3 | -3% | -9 | -10% |
| Cn1cc(/C=C(\NC(=O)c2ccccc2)C(=O)N2CCOCC2)c2ccccc21 | 7% | 4% | 2% | -3% | 0% | 30 | 12% | -2 | 1% |
